# CASP6 VEID inh – caspase-6 (human) enzyme inhibition; inhibition, % at 12.5 µM; purified caspase-6, Z-VEID-R110 cleavage fluorescence; 350,000 compounds, 0.53% hits; AID 686996;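 active = mean inhibition across replicates at least about 35%, with every replicate also reaching that limit, limit read from the data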;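 note: 0% = median of neutral control wells and 100% = no fluorescence left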
# Target sequence (P55212 24-179 limits assumed): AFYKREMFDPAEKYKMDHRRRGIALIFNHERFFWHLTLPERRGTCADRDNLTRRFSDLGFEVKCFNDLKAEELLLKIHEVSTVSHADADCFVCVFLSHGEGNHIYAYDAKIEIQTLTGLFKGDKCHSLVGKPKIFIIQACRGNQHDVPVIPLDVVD
# Target sequence (P55212 194-293 limits assumed): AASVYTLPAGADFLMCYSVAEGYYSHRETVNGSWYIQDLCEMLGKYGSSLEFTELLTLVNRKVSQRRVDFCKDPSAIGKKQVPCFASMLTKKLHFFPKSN
# Cneo AK release – causes C. neoformans cell lysis. adenylate kinase release luminescence, 4 h; normalised: neutral wells 0, clomiphene wells 100. lysis activity, % at 15 µM. 360,000 compounds, 0.2% hits;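 active = mean lysis activity across replicates of at least 80%, whatever share of replicates individually reach that level; inactive = mean lysis activity below 80%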
#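 Test system: log-phase Cryptococcus neoformans yeast cells. Input: 5 × 10^6 yeast cells/mL. Medium: fresh YPD growth medium. Doses: single dose. Incubation: static 4 h at 37 °C with compound, 1 h detection. Measured by: luminescent adenylate kinase detection reagent. Read-out: signal increase indicating cell lysis. Benchmarks: Clomiphene.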
# PGC1a acetyl inh – modulators of PGC1a acetylation; inhibition, % at 15.6 µM; 350,000 compounds, 0.17% hits; U2OS PGC1a acetylation, AlphaScreen anti-acetyl-lysine; with virally co-expressed GCN5 acetyltransferase; AID 651687;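 active = every replicate shows inhibition of at least 40%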;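 note: 0% = neutral control wells and 100% = positive control wells; some results beyond the cut were filed as inactive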
# PAX8 inh HTS – PAX8 transcriptional activity inhibition | 360,000 compounds, 1.2% hits | inhibition, % at 12.6 µM | AID 652154 | RMG-I TPO-luciferase reporter, SteadyGlo, 24 h;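 active = mean replicate inhibition at least 60% with every replicate also reaching 60%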;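 note: luciferase light reporting Pax8 driven TPO promoter activity; plate controls were median of neutral control wells for no effect and mitoxantrone controls for full effect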
# LGR2 antag – inhibitors of bursicon-induced Drosophila LGR2 receptor cAMP signaling. 380,000 compounds, 0.35% hits. inhibition, % at 9.99 µM. AID 720647. HEK293 LGR2, CRE-luciferase, bursicon-stimulated, 4 h;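 active = drop in luminescence signal, shown as inhibition above about 50% in the replicate tests, limit read from the data, passing the limit was not always enough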;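 note: agonist challenge used bursicon conditioned medium at about half maximal strength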
# miR122 inh – inhibitors of miR-122 in Huh7 cells. Huh7 miR-122 Renilla luciferase sensor, 48 h; neutral wells = 0, positive control = 100. activation (reporter increase), % at 12.5 µM. 340,000 compounds, 0.3% hits;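 active = mean replicate activation score at least 90 and every replicate individually at or above 90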;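 note: higher luciferase means less miR-122 activity so hits act as miR-122 inhibitors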
# EWS-Fli inh – inhibitors of EWS/Fli oncoprotein transcriptional activity. 350,000 compounds, 0.67% hits. AID 651661. A673 NR0B1-luciferase reporter, viability-normalised. inhibition, % at 12.6 µM;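 active = mean inhibition of at least 50% after viability correction, with every replicate also passing that limit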;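 note: firefly luciferase signal divided by Alamar Blue viability fluorescence both relative to DMSO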
# FN deposition inh – fibronectin deposition inhibition | AH1F fibroblasts, Alexa488-fibronectin deposition fluorescence, overnight | inhibition, % at 12.6 µM | 350,000 compounds, 0.086% hits;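 active = mean inhibition across replicates of 30% or more, regardless of how many single replicates reach that level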;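 note: positive control wells lacked labelled fibronectin entirely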
#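 Schedule: 1 h cell adhesion before compound, then overnight fibronectin incubation; test system: AH1F fibroblast monolayer depositing Alexa488-labelled fibronectin into matrix; quantity: 10000 AH1F cells per well; probe or stimulus: fluorescent fibronectin at 24 nM final; signal: fluorescence, ex 485 nm, em 525 nm; evaluation: percent inhibition as loss of matrix-bound fibronectin fluorescence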
# An asterisk follows results filed as active; · = no result given; & = joins results of further samples; [ ] = another dose, or the depositor's remark.
SMILES,CASP6 VEID inh,Cneo AK release,PGC1a acetyl inh,PAX8 inh HTS,LGR2 antag,miR122 inh,EWS-Fli inh,FN deposition inh
CC1CCc2c(sc(NC(=O)c3ccc(N4C(=O)CCC4=O)cc3)c2C(N)=O)C1 (configuration not stated),3,-1,-1,5,-7,5,0,2
COCC#Cc1ccc([C@H]2[C@@H](C#N)N(C(=O)Cc3ccccc3)[C@@H]2CO)cc1,-1,-4,-3,-25,6,·,6,3
Cc1ccc(S(=O)(=O)c2nc(-c3ccccc3)oc2N2CCCC2)cc1,-1,-1,-10,-13,-10,1,-11,-25
C[C@H](CO)N1C[C@H](C)[C@H](CN(C)S(=O)(=O)c2cccs2)Oc2c(NC(=O)C3CCCCC3)cccc2C1=O,0,-10,9,14,-6,22[16.7 µM],-1,-9
CN(C)N=C1c2cc(S(=O)(=O)N(C)C)ccc2-c2ccc(S(=O)(=O)N(C)C)cc21,1,-2,17,-15,-26,3,17,-1
COc1nn(-c2ccccc2)c(=O)c(Cl)c1Cl,3,-2,·,117*,-14,·,76*,12
Cc1ccccc1N1CCN(S(=O)(=O)CC23CCC(CC2=O)C3(C)C)CC1 (configuration not stated),1,0,-4,0,5,22,-1,4
CCCn1c(SCC(=O)c2ccc3c(c2)OCCO3)nc2c1c(=O)n(C)c(=O)n2C,·,-4,-2,·,·,5,·,2
Cc1nc(SCC(=O)CC(=O)OC(C)C)c(C#N)c(C)c1C,·,1,11,·,·,-5,·,4
O=C(COC(=O)c1cccs1)NCCC1=CCCCC1,-2,·,·,24,-23,·,0,4
CC(C)N1CCC(N2CCN(C3CCCC3)CC2CCO)CC1 (configuration not stated),-36,·,·,9,9,·,-2,-1
CCCCN(Cc1ccc(C(=O)N[C@H](C(=O)O)C(C)C)cc1)C(=O)C(c1ccccc1)c1ccccc1,2,0,4,3,·,-5,6,-6
CC1CN(C(=O)CCc2cc(C(C)(C)C)c(O)c(C(C)(C)C)c2)CC(C)O1 (configuration not stated),0,7,4,-6,-7,-11,·,-2
CC(=O)c1ccc(NC(=O)Cc2cccs2)cc1,33,-3,8,-76,14,2,-54,12
Cc1ccc(N(CC(=O)NC2CC2)S(=O)(=O)c2ccccc2)c(C)c1,-4,-1,-3,-3,13,0,-4,2
O=C(NCc1ccccc1)[C@@H]1CCCN1C(=O)[C@H]1CCCN1C(=O)c1cccc(F)c1,-3,·,·,9,-6,·,-6,7
COc1ccc2oc(C(=O)OC(C)C(=O)N(C)c3ccccc3)c(C)c2c1 (configuration not stated),0,-2,·,-10,17,·,-2,·
CCOc1ccc(NC(=O)c2c(NC(=O)CN3CCCC3)sc3c2CCC3)cc1,-3,-1,-3,0,2,6,4,-7
Cc1ccc(S(=O)(=O)N2CC(=O)Nc3ccccc32)c(C)c1NS(C)(=O)=O,·,-1,2,-10,13,·,-5,3
CN(C1CCCCC1)C(CNS(=O)(=O)c1ccc(Cl)cc1)c1ccccc1 (configuration not stated),0,·,38,-7,-5,-3,·,-23
CN1C(=O)c2cc(NC(=O)c3ccc(F)c(F)c3)ccc2OC[C@H]2O[C@H](CC(=O)O)CC[C@@H]21,·,·,0,-1,5,4[16.7 µM],9,-2
COc1ccccc1-c1nnc(SC2CCc3ccccc3NC2=O)s1 (configuration not stated),·,0,-4,·,·,13,·,4
Cn1nnc2cc(C(=O)N3CCCCCC3)ccc21,·,1,3,-1,·,-15,·,-9
O=C(Nc1ccccc1)Nc1nnc(-c2ccccc2)s1,1,2,-4,-29,-39,-9,-95,9
COc1ccc(S(=O)(=O)N(c2onc(C)c2Cl)S(=O)(=O)c2ccc(OC)c(OC)c2)cc1OC,·,0,4,·,·,5,·,-6
CC1CCCC(NC(=O)COC(=O)[C@@H](NC(=O)c2ccccc2Cl)C(C)C)C1C (some centres not stated),0,1,0,-4,-3,·,3,-3
Cc1noc(C)c1NC(=O)N(C)C[C@H]1Oc2c(NC(=O)NC3CCCCC3)cccc2C(=O)N([C@H](C)CO)C[C@@H]1C,1,0,-2,·,·,-2[16.7 µM],-3,·
COc1ccc(CCCNC(=O)C2(C)Cc3c(-c4ccc(C(N)=O)cc4)ccnc3O2)cc1 (configuration not stated),1,0,-1,0,-14,-3,11,-2
COc1cc(-c2nnc(NC(=O)CS(=O)(=O)c3ccc(F)cc3)o2)cc(OC)c1OC,-4,-2,-10,-3,-3,6,8,-5
N#Cc1cccc(-c2ccc3c(c2)[C@H]2[C@H](CCN2S(=O)(=O)c2cccc(F)c2)[C@H](CO)N3)c1,-1,-4,9,-2,7,-5[16.7 µM],3,12
C[C@H]1CN([C@@H](C)CO)C(=O)c2cc(NS(=O)(=O)c3ccc(F)cc3)ccc2O[C@@H]1CN(C)C(=O)Nc1ccccc1,3,0,9,·,16,3[16.7 µM],-1,-3
CCOc1ccc(-n2c(SCC(=O)Nc3ccc(C(=O)O)cc3)nc3ccccc3c2=O)cc1,2,-3,-9,-1,-6,2,8,1
Cc1cccc(NC(=O)c2ncn3c2C(=O)N(C)CC3)c1,-3,2,·,3,-20,-1,-4,6
C(=C\c1ccccc1)/C=N/Nc1nc2ccccc2s1,·,-1,0,·,-75,9,·,-4
COc1ccc(NC(=O)Nc2ccc3c(c2)C(=O)N([C@@H](C)CO)C[C@H](C)[C@H](CN(C)C(=O)Nc2ccc(C(F)(F)F)cc2)OCCCC[C@H](C)O3)cc1,-3,3,10,14,11,15[16.7 µM],-5,·
CCC(=O)N1CCCc2cc(S(=O)(=O)N3CCN(C4CCCCC4)CC3)ccc21,·,-2,-3,·,·,-6,·,-20
CCNC(=O)c1c(O)c2ccccc2[nH]c1=O,·,8,-2,·,·,-3,·,-17
COc1ccc(NC(=O)c2cccc(NC(=O)c3ccccc3)c2)c(OC)c1,-1,0,-2,-9,10,-7,-7,-3
C=CCc1cccc2cc(C(=O)N3CCN(C(=O)OCC)CC3)c(=O)oc12,·,4,4,11,·,-4,·,-4
CCOC(=O)C1=C(O)/C(=C/c2ccc(-c3ccccc3C(=O)O)o2)SC1=Nc1ccc(C)cc1,28,0,-7,11,12,4,1,-4
Cc1ccccc1OCCC(=O)OCC(=O)N1c2ccccc2NC(=O)C1(C)C,23,1,-6,0,2,·,3,1
CN1CCN(c2ccc(NC(=S)NC(=O)/C=C/c3ccco3)cc2)CC1,-40,0,1,-158,-36,-8,·,4
Cc1ccc(C(=O)O)cc1NC(=O)Nc1ccc2c(c1)OCO2,6,·,3,29,-3,0,-18,-2
C[C@@H]1CN([C@H](C)CO)C(=O)c2cc(NC(=O)CCCN(C)C)ccc2O[C@@H](C)CCCCO[C@H]1CN(C)Cc1ccc2c(c1)OCO2,-29,0,0,-11,0,-2[16.7 µM],-5,·
Cc1ccc(CN(C)Cc2cc(=O)oc3cc(C)c(Cl)cc23)cc1,-2,-1,-10,10,-14,-5,-4,-1
CCCCNC(=O)C1(C)CCN1C(=O)c1ccccc1Br (configuration not stated),-1,1,6,·,-4,-7,2,0
COCc1c(C(=O)OC)nnn1-c1ccc(C(F)(F)F)cc1[N+](=O)[O-],1,·,6,7,-4,·,8,-7
O=C(Nc1ccc2ccccc2c1)C(=O)C1C(=O)Nc2ccccc21 (configuration not stated),5,·,·,13,-35,·,-31,-10
CCn1c(SCC(=O)NCc2cccs2)nnc1-c1cccs1,0,·,0,·,-10,-3,-2,·
CN(C)c1ccc(NS(=O)(=O)c2cc3c4c(c2)CC(=O)N4CCC3)cc1,-2,0,7,-6,1,4,·,2
CC(Sc1ccccc1F)C(=O)Nc1cccc(S(=O)(=O)N2CCOCC2)c1 (configuration not stated),4,0,-1,-4,28,-9,-2,5
COc1ccc(/C(N)=N/OC(=O)CC2CCCCC2)cc1OC,0,-4,3,-90,-44,-7,-33,-5
C[C@H](CO)N1C[C@H](C)[C@H](CN(C)C(=O)Nc2ccc(F)cc2)Oc2c(NS(C)(=O)=O)cccc2C1=O,0,1,4,-15,-7,0[16.7 µM],-8,-14
C[C@H]1CN([C@@H](C)CO)S(=O)(=O)c2ccc(C#CCN(C)C)cc2O[C@@H]1CN(C)Cc1ccccc1,0,3,-8,-5,24,56[16.7 µM],13,·
Cc1cc(NC(=O)COC(=O)c2n[nH]c3ccccc23)no1,·,-4,-1,·,·,1,·,2
C[C@H]1CCCCO[C@@H](CN(C)Cc2ccc(C(F)(F)F)cc2)[C@@H](C)CN([C@@H](C)CO)C(=O)c2cc(NC(=O)Nc3ccccc3)ccc2O1,·,2,-2,68*,13,1[16.7 µM],19,2
N#CC(c1cccc(C(F)(F)F)c1)(c1ncc(C(F)(F)F)cc1Cl)N1CCOCC1 (configuration not stated),0,10,-10,·,10,-4,16,·
CN(C)CC(=O)N[C@@H]1CC[C@H](CC(=O)O)O[C@@H]1CO,1,·,·,·,-1,·,0,6
Cc1nc(C)c(C(=O)O)c(-c2cccs2)c1C(=O)O,6,5,9,-4,4,1,13,-11
COc1cc(/C=C2/C(=O)ON=C2C)cc(Cl)c1O,1,-3,18,-4,0,-2,-15,-6
# (next part)
SMILES,CASP6 VEID inh,Cneo AK release,PGC1a acetyl inh,PAX8 inh HTS,LGR2 antag,miR122 inh,EWS-Fli inh,FN deposition inh
COCCCNC(=O)c1cc2c(-c3ccc(Cl)cc3)nn(C)c2s1,0,2,-13,20,2,36,11,-2
CCOC(=O)[C@]12CCC=C1N(Cc1ccccc1)C(=O)[C@H](CC(=O)NCC1CCCCC1)C2,3,·,·,2,13,·,6,0
Cc1cc(OC(C)C)nc(-c2ccccc2O)n1,·,2,3,·,·,-11,·,4
CNC[C@H]1OCCCC[C@H](C)Oc2ccc(NC(=O)CCC(F)(F)F)cc2C(=O)N([C@@H](C)CO)C[C@H]1C,·,·,-3,-15,-10,-1[16.7 µM],4,·
CCN(CC)c1ccc(C2CC(=O)NC3=C2C(=O)CC(C)(C)C3)cc1 (configuration not stated),·,17,2,·,5,-5,·,·
Cc1noc(C)c1NC(=O)N(C)C[C@H]1Oc2ccc(NC(=O)Cn3cnnn3)cc2C(=O)N([C@H](C)CO)C[C@@H]1C,2&-1,0&1,0&6,-13,10&2,16[16.7 µM],-3&2,-4
CCOC(=O)N/N=C(\CCC(=O)O)c1cccs1,-2,0,2,-22,-2,-16,5,9
CCC(C(=O)O)N1C(=O)/C(=C/C(C)=C/c2ccccc2)SC1=S (configuration not stated),-1,·,-2,-12,9,-6,0,-3
CCOC(=O)CNC(=S)N(Cc1ccccc1F)C1CCCCC1,2,0,-12,-6,14,2,-1,2
N#Cc1ccc(-c2ccc(C3[C@H]4CNC[C@@H]3N4C(=O)NC3CCCCC3)cc2)cc1 (some centres not stated),·,·,7,73*,-27,·,5,-4

# Record cards (already shown). Values in the order: CASP6 VEID inh | Cneo AK release | PGC1a acetyl inh | PAX8 inh HTS | LGR2 antag | miR122 inh | EWS-Fli inh | FN deposition inh
# `CCOC(=O)N/N=C(\CCC(=O)O)c1cccs1` as listed: -2 | 0 | 2 | -22 | -2 | -16 | 5 | 9
# `N#Cc1ccc(-c2ccc(C3[C@H]4CNC[C@@H]3N4C(=O)NC3CCCCC3)cc2)cc1` (some centres not stated) as listed: · | · | 7 | 73* | -27 | · | 5 | -4
# `Cc1cc(OC(C)C)nc(-c2ccccc2O)n1` as listed: · | 2 | 3 | · | · | -11 | · | 4
# `CCOC(=O)[C@]12CCC=C1N(Cc1ccccc1)C(=O)[C@H](CC(=O)NCC1CCCCC1)C2` as listed: 3 | · | · | 2 | 13 | · | 6 | 0
# `CCC(C(=O)O)N1C(=O)/C(=C/C(C)=C/c2ccccc2)SC1=S` (configuration not stated) as listed: -1 | · | -2 | -12 | 9 | -6 | 0 | -3

# High-throughput results (PubChem)
